High-throughput results from PubChem.
hERG protect – hERG rescue from dofetilide block, primary screen, cell-based, CHO-hERG, FluxOR thallium flux, dofetilide IC70; AID 1511, 2009; actives 0.51% (n = 310,000); activation (rescue from dofetilide block), less the hit threshold, % at 10 µM; Voltage-gated inwardly rectifying potassium channel KCNH2 (Homo sapiens), Q12809; dofetilide IC70 present;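 active means activation above the mean of controls blocked by dofetilide plus 5 SD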;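 further: thallium influx through hERG after potassium depolarization seen as dye fluorescence rise; in these data hits start at about 4.7%; inactives centre near -7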
KCNK3 block – human KCNK3 channel inhibitors, primary screen, CHO cells, FluxOR thallium flux, B-score | Potassium channel subfamily K member 3 (Homo sapiens), O14649 | FluxOR fluorescence; hits give low values | B-score at 10 µM | actives 0.84% (n = 340,000);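 active means B-score under library mean minus 4 SD, starting fluorescence ratio at most library mean plus 5 SD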;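 further: more negative B-score means stronger inhibition of thallium flux through KCNK3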
KCNQ1 block – inhibitors of human KCNQ1 channel, primary screen, cell-based, thallium flux, high-throughput; actives 1.3% (n = 310,000); B-score at 10 µM; Potassium voltage-gated channel subfamily KQT member 1 (Homo sapiens), P51787; CHO-K1 KCNQ1, FluxOR thallium flux fluorescence; hits give high values;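 active means compounds whose thallium flux B-score, printed positive for inhibition, exceeds three library SD while starting fluorescence stays within three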;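 further: channel opened by potassium depolarization with thallium stimulus after 20 min compound exposure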
Target sequence (P51787 whole entry, looked up): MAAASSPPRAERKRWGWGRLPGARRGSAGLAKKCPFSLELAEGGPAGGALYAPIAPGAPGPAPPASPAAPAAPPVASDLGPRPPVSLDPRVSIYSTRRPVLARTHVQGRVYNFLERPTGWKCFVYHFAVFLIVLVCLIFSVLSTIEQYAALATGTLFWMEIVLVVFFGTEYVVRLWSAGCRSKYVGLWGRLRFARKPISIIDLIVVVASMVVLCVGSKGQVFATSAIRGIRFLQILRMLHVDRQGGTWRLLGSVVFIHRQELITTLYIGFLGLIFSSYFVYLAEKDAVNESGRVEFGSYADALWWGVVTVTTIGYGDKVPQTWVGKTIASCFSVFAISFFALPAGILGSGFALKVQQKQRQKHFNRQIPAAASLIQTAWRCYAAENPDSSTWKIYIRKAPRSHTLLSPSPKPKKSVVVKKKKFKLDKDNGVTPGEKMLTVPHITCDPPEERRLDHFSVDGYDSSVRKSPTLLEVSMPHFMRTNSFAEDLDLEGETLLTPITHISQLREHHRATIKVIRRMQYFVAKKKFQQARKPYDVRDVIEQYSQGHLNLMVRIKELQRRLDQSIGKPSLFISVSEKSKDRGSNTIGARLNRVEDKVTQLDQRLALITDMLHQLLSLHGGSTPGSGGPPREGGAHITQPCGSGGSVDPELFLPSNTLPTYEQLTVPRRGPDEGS
RGS4 block – RGS4 inhibitors, primary screen, cell-based, HEK293 M3R inducible RGS4, calcium flux; Regulator of G-protein signaling 4 (Homo sapiens), P49798; Fluo-4 calcium flux; hits give high values; triggered by carbachol at its EC20; B-score at 10 µM; actives 0.45% (n = 310,000); AID 463165, 2010;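 active means B-score, a plate-corrected calcium signal, over three deviations above library mean, with baseline fluorescence within five deviations of library mean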;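 further: RGS4 expression induced by doxycycline in cells with stable M3 receptor; B-score is computed from the integrated fluorescence ratio over baseline after carbachol; higher B-score means a larger calcium signal and so more RGS4 inhibition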
RGS4 act – RGS4 potentiators or activators, primary screen, cell-based, HEK293 M3R inducible RGS4, calcium flux. actives 0.92% (n = 310,000). carbachol calcium flux Fluo4; hits give low values. B-score at 10 µM. AID 463111, 2010;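 active means B-score of the integrated calcium signal more than 4 SD below the library mean, with starting fluorescence not abnormally high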;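 further: negative B-score means reduced calcium response which marks RGS4 activation or potentiation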
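test system = M3R-expressing HEK293 line, RGS4 induced by doxycycline | probe or stimulus = carbachol at ECmax as muscarinic agonist stimulus | timing = dye loading 30 min 37 °C, buffer rest 30 min RT | signal = calcium dye Fluo4 fluorescence | evaluation = B score from integrated fluorescence ratio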
PolyA inh – polyadenylation inhibitors in yeast reporter cells, primary screen, luminescence, S. cerevisiae; actives 0.02% (n = 300,000); calls only at 12 µM; S. cerevisiae SKY197-pL101 polyadenylation reporter, beta-gal luminescence; efflux-impaired pdr1/pdr3 knockout yeast; score 100 = 6 SD above DMSO;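 active means lowest replicate activity score at least 50, where 100 means six control SD above control mean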;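 further: yeast exposed to compound for 9 h at 30 °C; higher score means more reporter readthrough which indicates perturbed polyadenylation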
GSK3 alpha inh – blockers of GSK3A enzyme activity – biochemical, luminescence, cell-free homogeneous, HTS, primary screen. Glycogen synthase kinase-3 alpha (Homo sapiens), P49840. GSK-3 alpha kinase, ADP-Glo luminescence, 60 min. inhibition, % at 10 µM. actives 0.1% (n = 320,000). AID 2650, 2010;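 in the data active means inhibition above about 50%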;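 further: GST-tagged GSK-3 alpha with peptide substrate and 25 µM ATP; 0% = DMSO neutral wells and 100% = GW8510 positive control wells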
KCNK9 inh – KCNK9 potassium channel inhibitors, primary screen, HEK293 cells, thallium flux | Potassium channel subfamily K member 9 (Homo sapiens), Q9NPC2 | FluxOR thallium flux fluorescence; hits give low values | B-score at 10 µM | actives 1.2% (n = 310,000) | AID 488922, 2010;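 active means ratio B-score over 3 SD below the library mean, with starting fluorescence within 5 SD of its mean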;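 further: negative B-score means less thallium flux so channel inhibition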
GSK3beta inhib – human GSK3beta kinase inhibitors, primary screen, biochemical, cell-free homogeneous, HTS. AID 2097, 2009. activity score (negative = inhibition), % at 10 µM. GST-GSK3beta kinase, ADP-Glo luminescence, 60 min; hits give low values. actives 0.038% (n = 300,000). Glycogen synthase kinase-3 beta (Homo sapiens), P49841;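 active means more than half of replicate wells score below -50%, meaning over 50% inhibition versus plate controls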;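 further: 0% = median DMSO wells and -100% = median GW8510 positive control wells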
Target sequence (P49841 whole entry, looked up): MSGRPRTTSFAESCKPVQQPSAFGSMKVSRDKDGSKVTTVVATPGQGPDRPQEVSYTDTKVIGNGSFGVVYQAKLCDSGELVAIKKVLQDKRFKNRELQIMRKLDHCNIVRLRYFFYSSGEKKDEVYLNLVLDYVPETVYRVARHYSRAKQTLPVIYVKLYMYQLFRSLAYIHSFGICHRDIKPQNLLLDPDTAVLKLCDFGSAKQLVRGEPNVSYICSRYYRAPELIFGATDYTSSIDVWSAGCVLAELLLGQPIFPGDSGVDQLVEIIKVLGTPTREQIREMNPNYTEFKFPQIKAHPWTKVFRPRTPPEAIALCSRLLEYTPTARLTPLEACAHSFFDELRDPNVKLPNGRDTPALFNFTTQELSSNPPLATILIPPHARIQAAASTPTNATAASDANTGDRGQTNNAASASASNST
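test system = GST-tagged human GSK3beta kinase, cell-free | reagent = 25 µM ATP with peptide substrate | dosing = one dose of 10 µM per compound | schedule = 60 min reaction, RT | detection = luminescent ADP-Glo measurement of ADP formed | control set = DMSO neutral wells and GW8510 at 20 µM as positive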
KCNQ1 act – potentiators or activators of KCNQ1 channel, primary screen, cell-based, thallium flux, high-throughput | Potassium voltage-gated channel subfamily KQT member 1 (Homo sapiens), P51787 | CHO-K1 KCNQ1, thallium flux FluxOR fluorescence; hits give high values | B-score at 10 µM | actives 0.35% (n = 310,000);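 active means fluorescence ratio B-score, a plate-corrected score, at least three library SD, with initial intensity B-score within 5 SD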
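System: CHO-K1 cells stably expressing KCNQ1 / Medium: assay buffer for compound exposure, DMSO matched across wells / Reagent: thallium- and potassium-containing depolarizing buffer / Compound: one concentration, matched DMSO / Incubation: 20 min compound pretreatment at room temperature / Measured by: kinetic FluxOR fluorescence, 10 s baseline plus 110 s post-stimulus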
Dyrk1A ADPGlo – rat Dyrk1A kinase inhibitors, primary screen, biochemical, single point, plate reader | ADP-Glo luminescence, NFATc1 peptide | actives 0.43% (n = 310,000) | AID 504441, 2011 | inhibition, % at 12.5 µM | Dual specificity tyrosine-phosphorylation-regulated kinase 1A (Rattus norvegicus), Q63470; in the data active means inhibition above about 50%;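 further: plate controls were vehicle with enzyme for no effect and no enzyme for full effect; many of its hits are not listed in these tables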
The depositor's hits bear a star; i = inactive; . = no result given. The list is partial, so the mix of outcomes need not match the whole.

SMILES	hERG protect	KCNK3 block	KCNQ1 block	RGS4 block	RGS4 act	PolyA inh	GSK3 alpha inh	KCNK9 inh	GSK3beta inhib	KCNQ1 act	Dyrk1A ADPGlo
Cc1ncc(CN2CCN(Cc3ccc(F)cc3)C(CCO)C2)s1 (configuration not stated)	-10	i	i	i	i	i	-2	i	0	i	3
CC(C)c1ccc(NC2CCCN(C(=O)CCN3CCCO3)C2)cc1 (configuration not stated)	-5	i	i	i	i	i	4	i	2	i	0
CC(=O)NCc1ccc(-c2csc(-c3cccs3)n2)cc1	-13	i	i	i	i	i	3	i	4	i	5
COCCOC(=O)c1c(C)oc2ccc(OC(=O)c3c(OC)cccc3OC)cc12	-3	-10*	i	i	-7.7*	i	-2	i	-2	i	-4
CCN1C(=S)SC(=O)C1=C1C=C(C)OC(C)=C1	-6	i	i	i	i	i	-3	i	2	i	-3
NC(=O)CN1CCN(C2CC(=O)N(CCc3ccccc3)C2=O)CC1 (configuration not stated)	-4	i	i	i	i	i	-1	i	-3	i	0
Cc1csc(SCCn2c(Br)nc3c2c(=O)[nH]c(=O)n3C)n1	-6	i	i	i	i	i	-7	i	-1	i	32
COCCN1CC(C(=O)NCCc2nc(C)c(C)s2)CCC1=O (configuration not stated)	-8	i	i	i	i	i	0	i	2	i	2
CCN1CCN(C(=O)c2cc3c(s2)-c2ccccc2S(=O)(=O)C3)CC1	-9	i	i	i	i	i	1	i	3	i	4
O=C(CN1C(=O)c2ccccc2S1(=O)=O)c1ccc2c(c1)OCCCO2	-6	i	i	i	i	i	-1	i	-1	i	7
O=C(Cc1ccsc1-c1ccccc1)NO	-5	i	i	i	i	i	-1	i	3	i	-35
COc1ccc(NC(=O)CN(c2ccc(C)cc2)S(=O)(=O)c2c(C)nn(C)c2C)cc1OC	-8	i	i	i	i	i	4	i	-4	i	-2
C/C(=N\Nc1nccnc1Cl)c1ccc(O)c(C)c1	-8	i	i	i	i	i	2	i	-3	i	5
O=S(=O)(c1ccc(-c2csc(=Nc3ccccc3)n2CCCN2CCOCC2)cc1)N1CCOCC1	-11	i	i	i	i	i	2	i	0	i	-9
CCCCNS(=O)(=O)c1ccc2nc(SCC(=O)N3CC(C)OC(C)C3)[nH]c2c1 (configuration not stated)	-9	i	i	i	i	i	-2	i	1	i	2
CCN(C(=O)Cn1c(=O)oc2cc(S(=O)(=O)N3CCOCC3)ccc21)c1ccccc1	-10	i	i	i	i	i	1	i	2	i	-9
O=C(COc1cc2oc(=O)cc(-c3ccccc3)c2cc1Cl)NC(Cc1c[nH]c2ccc(O)cc12)C(=O)O (configuration not stated)	-5	i	i	i	i	i	-3	i	-1	i	17
O=[N+]([O-])c1cccnc1Oc1ccc(F)cc1	-2	i	i	i	i	i	0	i	3	i	-3
CC(C)Sc1nc2c(c(=O)n1-c1ccc(F)cc1)SCC2	-5	i	i	i	i	i	1	i	2	i	-3
Nc1c(Cl)ncnc1N/N=C/c1cccc(O)c1	-12	i	i	i	i	i	23	i	-1	i	14
CC1=CCC(C(=O)O)C(C(=O)NC2CCCCC2)C1 (configuration not stated)	-2	i	i	i	i	i	-3	i	1	i	-5
Cn1c([N+](=O)[O-])cnc1N1CCN(c2nncs2)C1=O	-5	i	i	i	i	i	0	i	-2	i	-3
CC1C[C@@]2(NC(=O)NC2=O)C(C)CN1C (some centres not stated)	-3	i	i	i	i	i	0	i	1	i	2
O=[N+]([O-])c1ccc(-c2ccc(/C=N/O)o2)cc1	0	i	i	i	i	i	3	i	-2	i	.
CC(C)C(=O)N1CCC2(CC1)Oc1ccc(Cl)cc1C(=O)C21CC(c2ccc(Cl)cc2)=NO1 (configuration not stated)	-17	i	i	i	i	i	-5	i	2	i	4
Next section:
SMILES	hERG protect	KCNK3 block	KCNQ1 block	RGS4 block	RGS4 act	PolyA inh	GSK3 alpha inh	KCNK9 inh	GSK3beta inhib	KCNQ1 act	Dyrk1A ADPGlo
O=C(CCCN1C(=O)c2cccc3cccc(c23)C1=O)N1CCN(Cc2ccc3c(c2)OCO3)CC1	-14	i	i	i	i	i	-1	i	5	i	-4
COc1ccc(OC)c(NC(=O)CSc2nnc(CNC(=O)c3cc(OC)c(OC)c(OC)c3)o2)c1	-4	i	i	i	i	i	-1	i	.	i	-2
Cc1ccc(N2CCN(C(=O)c3ccccc3NC(=O)c3ccccc3C(=O)O)CC2)cc1	-1	i	i	i	i	i	0	i	1	i	0
Cc1cccc(-n2c(Cc3cc(=O)[nH]c(=O)[nH]3)nnc2SCC(=O)N2CCCCC2)c1	-9	i	i	i	i	i	.	i	2	i	5
CC(=C/c1ccco1)/C=N/NC(=O)Cc1cccn1C	-4	i	i	i	i	i	0	i	1	i	-5
COc1ccc(N(CC(=O)NCc2ccco2)C(=O)CNS(=O)(=O)c2ccc(Cl)cc2)cc1	-3	i	i	i	i	i	-2	i	1	i	-15
CC(C)CCNC(=O)COc1ccc2c(c1)C(=O)CC(C)(C)O2	-7	i	i	i	i	i	.	i	0	i	1
CCCOc1ccc(S(=O)(=O)Nc2ccccn2)c2ccccc12	-3	i	i	i	i	i	-3	i	-1	i	2
COc1ccc(N(CC(=O)NC2CCCCC2)S(=O)(=O)c2c(C)[nH]c(=O)[nH]c2=O)cc1	-9	i	i	i	i	i	-2	i	-2	i	1
Cn1c(SCC(=O)Nc2ccccc2-c2ccccc2)nnc1-c1ccco1	-13	i	i	i	i	i	-2	i	0	i	3
CCn1cc(CN2CCC(C(=O)Nc3ccc(Oc4ccccc4F)cc3)CC2)c(C)n1	-19	i	i	i	i	i	-2	i	-2	i	-8
Cc1cc(C)c2nc(NC(=O)C3CC(=O)N(Cc4ccco4)C3)sc2c1 (configuration not stated)	-12	i	i	i	i	.	-2	i	1	i	4
COc1ccccc1C(=O)NC(=S)NNC(=O)c1sc2ccccc2c1Cl	86*	i	i	i	-9.1*	i	1	i	6	46*	-3
O=C(CC1C(=O)NCCN1C(=O)c1ccc(Cl)cc1)Nc1ccc(F)cc1 (configuration not stated)	-5	i	i	i	i	i	-2	i	1	i	.
Brc1ccc(C2Nc3cccc4cccc(c34)N2)o1	-13	i	i	5.2*	i	i	-1	i	0	i	6
S=C(Nc1ccccc1Cl)N(Cc1ccccc1)Cc1ccccn1	-10	i	i	i	i	i	-3	i	-3	i	-5
O=C(Cc1nnc(NC(=O)Nc2ccccc2)s1)NCc1ccccc1	0	i	i	i	i	i	1	i	1	i	-5
CCC(=O)Nc1cccc(-c2nc3ncccc3o2)c1C	-12	i	i	i	i	i	-1	i	0	i	-3
CC1C(=O)CC(c2ccccc2)NC1c1ccccc1 (configuration not stated)	-6	i	i	i	i	i	-5	i	0	i	3
O=c1[nH][nH]cc1C=NCc1cccnc1	-4	i	i	i	i	i	-4	i	1	i	-3
O=C(Cc1cccs1)NCc1cccc(F)c1	-3	i	i	i	i	i	-9	i	1	i	10
NC(=O)COC(=O)c1ccc(Cl)c(S(=O)(=O)N(Cc2ccccc2)c2ccc(Cl)cc2)c1	-8	i	i	i	i	i	-2	i	-1	i	-1
NC(=O)c1ccc(N2CCN(c3ccc(O)cc3)CC2)c([N+](=O)[O-])c1	-11	i	i	i	i	i	1	i	4	i	0
CCCc1[nH]nc2c1C1(CCOC1C)C(C#N)=C(N)O2 (configuration not stated)	-15	i	i	i	i	i	0	i	-1	i	5
O=C(Nc1ccccc1-c1nc2ccccc2[nH]1)c1ccc(S(=O)(=O)N2CCCCC2)cc1	-11	i	i	i	i	i	.	i	0	i	9

Brought forward from above: 2 entries, followed by the next part.
SMILES	hERG protect	KCNK3 block	KCNQ1 block	RGS4 block	RGS4 act	PolyA inh	GSK3 alpha inh	KCNK9 inh	GSK3beta inhib	KCNQ1 act	Dyrk1A ADPGlo
CCCc1[nH]nc2c1C1(CCOC1C)C(C#N)=C(N)O2 (configuration not stated)	-15	i	i	i	i	i	0	i	-1	i	5
O=C(Nc1ccccc1-c1nc2ccccc2[nH]1)c1ccc(S(=O)(=O)N2CCCCC2)cc1	-11	i	i	i	i	i	.	i	0	i	9
CC(C)(C)n1nnnc1C(c1cccc(C#N)c1)N1CCN2CCCC2C1 (configuration not stated)	-1	i	i	i	i	i	-6	i	2	i	-2
CCOc1ncccc1C(=O)OCc1c(Cl)cccc1Cl	-8	i	i	i	i	i	0	i	2	i	-1
CCCn1c(N)c(C(=O)CSc2nc3ccccc3c(=O)n2Cc2ccccc2)c(=O)[nH]c1=O	-14	i	i	i	i	i	-1	i	1	i	.
CCOC(=O)C1=C(C)C2C3C(=O)N(c4ccc(C)cc4C)C(=O)C3C1(C)C1C(=O)N(c3ccc(C)cc3C)C(=O)C21 (configuration not stated)	-3	i	i	i	i	i	-1	i	-1	i	-3
COc1ccc(C(=O)N/C(=C\c2cccs2)C(=O)N2CCN(C)CC2)cc1OC	-5	i	i	i	i	i	0	i	0	i	9
Cc1cccc(NS(=O)(=O)c2csc(C(N)=O)c2)c1C	-5	i	i	i	i	i	3	i	-1	i	3
CCC(CC)C(=O)Nc1nnc(S(=O)(=O)N(CC)c2ccc(OC)cc2)s1	-12	i	i	i	i	i	-4	i	-2	i	0
Fc1ccccc1/C=C1\CCCC2=C1NC(=S)NC2c1ccccc1F (configuration not stated)	-6	-9*	i	i	i	i	-2	i	0	i	2
